Yeast superoxide = reduction of superoxide in aged yeast, primary screen, HTS. S. cerevisiae aged cells, superoxide DHE fluorescence; stronger effect = lower value. superoxide response (% of plate mean), % at 10 µM. 0.18% of 330,000 active;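 active = superoxide response under a set limit, about three screen SD below normal, cut at about 65% in these data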;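 also: yeast aged for seven days with compound at 30 °C before DHE staining; 100% = average MFI of all compound-treated wells on the plate with controls excluded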
GRK2 aptamer HTS = compounds blocking aptamer binding on GRK2 – biochemical, human GRK2, bead flow cytometry, HTS, primary screen. Beta-adrenergic receptor kinase 1 (Homo sapiens), P25098. AID 488847, 2010. inhibition of aptamer binding, % at 10 µM. FAM-aptamer displacement from GRK2. 0.59% of 330,000 active;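 active = inhibition of aptamer binding above 40%, roughly 3 SD of noise, on plates passing a quality check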;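 also: median bead fluorescence of bound FAM aptamer so fluorescent compounds give negative values; no value below 0 was filed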
VLA-4 inh = inhibition in human VLA-4 binding assay, primary screen, VLA-4 allosteric modulator project, MLPCN library, flow cytometry, VLA-4 expressing cells; Integrin alpha-4 (Homo sapiens), P13612; ligand binding flow cytometry; inhibition, % (about 7 µM as worked out from the volumes in the protocol); 0.2% of 330,000 active; in the data active = inhibition above about 50%
Starred values were filed as active, the others as inactive.

1: CC(Sc1nnc(NCc2ccccc2)s1)C(=O)Nc1ccc2c(c1)C(=O)c1ccccc1C2=O (configuration not stated)
2: CCOC(=O)/C(=C\c1cccc(O)c1)c1nc2sc(C)c(C)c2c(=O)[nH]1
3: CCOC(=O)[C@H]1[C@H]2COc3cc(OC)ccc3[C@@H]2N2C(=O)[C@@H](CO)NC(=O)[C@@]12C
4: COc1ccc(/C=C(\C#N)C(=O)OCC(=O)NCc2ccccc2)cc1
5: O=C(NC(=S)NCC1CCCO1)c1ccccc1Br (configuration not stated)
6: C[C@H](CO)N1C[C@H](C)[C@@H](CN(C)S(=O)(=O)c2ccccc2)Oc2ccc(NC(=O)CCN3CCOCC3)cc2C1=O
7: CCOC(=O)CC(NS(=O)(=O)c1ccc(OC)c(C)c1)c1cccc([N+](=O)[O-])c1 (configuration not stated)
8: Cc1ccc(NC(=O)Cc2sc(C)nc2-c2ccc(C)cc2)cc1
9: O=C(CC1S/C(=N/N=C/c2c[nH]c3ccc(OCc4ccccc4)cc23)NC1=O)Nc1ccccc1 (configuration not stated)

Compound	1	2	3	4	5	6	7	8	9
VLA-4 inh	-4	19	8	17	4	5	-2	-5	-29
Yeast superoxide	113	97	107	108	84	104	106	111	100
GRK2 aptamer HTS	1	1	6	0	5	0	2	0	0

Of the compounds above, 4 have nitrogen in an aromatic ring:
1: CC(Sc1nnc(NCc2ccccc2)s1)C(=O)Nc1ccc2c(c1)C(=O)c1ccccc1C2=O (configuration not stated)
2: CCOC(=O)/C(=C\c1cccc(O)c1)c1nc2sc(C)c(C)c2c(=O)[nH]1
8: Cc1ccc(NC(=O)Cc2sc(C)nc2-c2ccc(C)cc2)cc1
9: O=C(CC1S/C(=N/N=C/c2c[nH]c3ccc(OCc4ccccc4)cc23)NC1=O)Nc1ccccc1 (configuration not stated)

Compound	1	2	8	9
VLA-4 inh	-4	19	-5	-29
Yeast superoxide	113	97	111	100
GRK2 aptamer HTS	1	1	0	0

Bioassay records (PubChem)

Not all compounds are listed, so the mix of outcomes need not match the whole.
